Screening data from PubChem BioAssay.
KCNQ2 inh – KCNQ2 channel blockers in CHO-K1 cells – cell-based, FluxOR thallium flux, B-score, primary screen (AID 2156). 1.1% of 310,000 active. B-score at 10 µM. 20 min; active compounds read low. O88943;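 active = fluorescence ratio B-score at most minus 3 library SDs, with starting brightness B-score within 2 library SDs, cut at about -5.5 in these data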
Kir21 block – inhibitors of mouse Kir2.1 inward-rectifier potassium channel; AID 1672; P35561; 0.85% of 310,000 active; B-score at 10 µM; HEK293-Kir2.1, FluxOR thallium flux fluorescence; active compounds read low;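 active = fluorescence ratio B-score at or below minus 3 SD of library scores, with starting-brightness B-score within 2 SD, cut at about -4.2 in these data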;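 also: channel flux triggered by added potassium and thallium sulfate stimulus; B-score of peak minus minimum fluorescence over baseline after thallium stimulus; more negative B-score means stronger Kir2.1 block with less thallium influx; some compounds called inactive have numbers as strong as hits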
Target sequence (P35561 whole entry, looked up): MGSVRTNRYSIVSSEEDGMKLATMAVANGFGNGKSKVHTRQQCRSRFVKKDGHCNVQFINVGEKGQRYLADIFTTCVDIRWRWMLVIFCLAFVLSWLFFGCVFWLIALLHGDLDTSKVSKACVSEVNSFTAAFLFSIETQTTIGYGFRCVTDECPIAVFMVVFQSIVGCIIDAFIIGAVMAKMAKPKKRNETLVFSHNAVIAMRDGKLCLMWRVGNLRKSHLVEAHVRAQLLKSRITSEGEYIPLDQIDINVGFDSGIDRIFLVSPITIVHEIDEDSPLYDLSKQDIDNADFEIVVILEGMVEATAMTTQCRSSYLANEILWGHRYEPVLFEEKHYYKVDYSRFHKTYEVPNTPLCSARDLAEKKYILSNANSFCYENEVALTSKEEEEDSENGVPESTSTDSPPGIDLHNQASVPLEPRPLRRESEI
* = called active by the depositor; i = inactive.

| KCNQ2 inh | Kir21 block | SMILES |
| --- | --- | --- |
| i | 0.57 | Cc1cccc(N=c2c([N+](=O)[O-])nn(-c3ccc(Cl)cc3)n2O)c1 |
| i | -2.5 | COc1ccc(Nc2nc(N)nc(CSC(=S)N3CCCCC3)n2)cc1 |
| i | -1.5 | CC1CCc2[nH]c3ccc(C(=O)N(C)CC(=O)Nc4ccccc4C(F)(F)F)cc3c2C1 (stereo not drawn) |
| i | 1.3 | Cc1ccc(NC(=O)CSc2nnc(-c3cnccn3)n2-c2ccccc2)cc1 |
| i | -2 | CCCn1c(SCC(=O)c2[nH]c(C)c(C(C)=O)c2C)n[nH]c1=O |
| i | 1.2 | Cc1cc2[nH]cnc2c([N+](=O)[O-])c1C |
| i | 0.03 | COC(=O)C1=C(C)OC(N)=C(C#N)C1c1c(C)nn(-c2ccccc2)c1Cl (stereo not drawn) |
| i | -3.1 | O=C(Nc1ccc(Oc2cccnc2)cc1)C1CCN(Cc2ccc(F)cc2)CC1 |
| i | -1.2 | CCN1C(=O)CS/C1=C(\C#N)S(=O)(=O)c1ccccc1 |
| i | 1.6 | O=C(COC(=O)C1CC1)c1c[nH]c2ccccc12 |
| i | -0.49 | CNC(=O)c1cc(Nc2nnc(C)c3ccccc23)ccc1OC |
| i | 0.51 | O=c1cc(N2CCN(c3ccccc3Cl)CC2)[nH]c(=O)n1Cc1ccc(F)cc1 |
| i | -0.26 | O=C(CCN1C(=O)c2ccccc2C1=O)Nc1sc2c(c1C(=O)NCc1ccco1)CCCC2 |
| i | -0.73 | CCNc1sc(C(=O)OCC)c(N)c1C#N |
| i | -0.34 | CCCOc1ccc(OCCSc2nnc(N)s2)cc1 |
| i | 1.8 | Cc1sc(NC(=O)C2CCCCC2C(=O)O)c(C(N)=O)c1-c1ccccc1 (stereo not drawn) |
| i | 1.3 | O=C1[C@H]2[C@@H](c3ccc(F)cc3)N3C(=O)N(c4cccc(Cl)c4)C(=O)[C@@]3(Cc3ccc(Cl)cc3)[C@H]2C(=O)N1C1CCCCC1 |
| i | -0.5 | Cc1ccc(NC(=O)CCSc2nc(C)cc(C)n2)cc1 |
| i | -2.1 | COc1ccc(S(=O)(=O)N(C)c2c(C)n(C)n(-c3ccccc3)c2=O)cc1OC |
| i | 1.3 | COCCN1C(=O)C(=O)/C(=C(/O)c2cccc(S(=O)(=O)N(C)C)c2)C12C(=O)N(C)c1ccccc12 (stereo not drawn) |
| i | -1.5 | O=C(CCSc1nc(-c2ccco2)cc(C(F)(F)F)n1)N1CCCc2ccccc21 |
| i | 1.5 | Cc1cc(C)c(C(=O)C(C)OC(=O)c2ccccn2)cc1C (stereo not drawn) |
| i | -1.4 | CC(=O)Nc1ccc(NC(=O)C(C)OC(=O)C2CC(=O)N(CCc3ccccc3)C2)cc1 (stereo not drawn) |
| i | -1.9 | COc1cccc(OC)c1C(=O)Nc1nc(COc2ccccc2)cs1 |
| i | -0.82 | O=C(Nc1ccc(N2CCOCC2)cc1)c1cccc2ccccc12 |
| i | 0.76 | CC1CCC(NC(=O)c2cccc(S(=O)(=O)N3CCN(c4ccc(F)cc4)CC3)c2)CC1 (stereo not drawn) |
| i | -2 | CC1CCN(C(=O)Cn2cnc3c(cnn3C(C)(C)C)c2=O)CC1 |
| i | -0.7 | O=C(O)c1cc(-c2ccccc2Cl)n(-c2ccccc2)n1 |
| i | -0.04 | Nc1ccc2c(c1)nnn2-c1ccccc1 |
| i | 0.01 | N#Cc1c(/N=C/c2cc3ccccc3s2)sc2c1CCC2 |
| i | 0.67 | O=C(NC(=S)Nc1cccnc1Cl)c1ccc(Cl)cc1 |

15 entries from above in another layout:
| smiles | KCNQ2 inh | Kir21 block |
| --- | --- | --- |
| O=C1[C@H]2[C@@H](c3ccc(F)cc3)N3C(=O)N(c4cccc(Cl)c4)C(=O)[C@@]3(Cc3ccc(Cl)cc3)[C@H]2C(=O)N1C1CCCCC1 | i | 1.3 |
| Cc1ccc(NC(=O)CCSc2nc(C)cc(C)n2)cc1 | i | -0.5 |
| COc1ccc(S(=O)(=O)N(C)c2c(C)n(C)n(-c3ccccc3)c2=O)cc1OC | i | -2.1 |
| COCCN1C(=O)C(=O)/C(=C(/O)c2cccc(S(=O)(=O)N(C)C)c2)C12C(=O)N(C)c1ccccc12 (stereo not drawn) | i | 1.3 |
| O=C(CCSc1nc(-c2ccco2)cc(C(F)(F)F)n1)N1CCCc2ccccc21 | i | -1.5 |
| Cc1cc(C)c(C(=O)C(C)OC(=O)c2ccccn2)cc1C (stereo not drawn) | i | 1.5 |
| CC(=O)Nc1ccc(NC(=O)C(C)OC(=O)C2CC(=O)N(CCc3ccccc3)C2)cc1 (stereo not drawn) | i | -1.4 |
| COc1cccc(OC)c1C(=O)Nc1nc(COc2ccccc2)cs1 | i | -1.9 |
| O=C(Nc1ccc(N2CCOCC2)cc1)c1cccc2ccccc12 | i | -0.82 |
| CC1CCC(NC(=O)c2cccc(S(=O)(=O)N3CCN(c4ccc(F)cc4)CC3)c2)CC1 (stereo not drawn) | i | 0.76 |
| CC1CCN(C(=O)Cn2cnc3c(cnn3C(C)(C)C)c2=O)CC1 | i | -2 |
| O=C(O)c1cc(-c2ccccc2Cl)n(-c2ccccc2)n1 | i | -0.7 |
| Nc1ccc2c(c1)nnn2-c1ccccc1 | i | -0.04 |
| N#Cc1c(/N=C/c2cc3ccccc3s2)sc2c1CCC2 | i | 0.01 |
| O=C(NC(=S)Nc1cccnc1Cl)c1ccc(Cl)cc1 | i | 0.67 |

Full records, looked up by structure. Screens in order: KCNQ2 inh | Kir21 block
`CC(=O)Nc1ccc(NC(=O)C(C)OC(=O)C2CC(=O)N(CCc3ccccc3)C2)cc1` (stereo not drawn) reads i | -1.4
`COc1ccc(S(=O)(=O)N(C)c2c(C)n(C)n(-c3ccccc3)c2=O)cc1OC` reads i | -2.1
